PNC inhibitor: inhibitors of perinucleolar compartment assembly | actives 3.1% (n = 140,000) | activity change (PNC), negative = inhibition, % at 10 µM | PC3M PTB-GFP, PNC prevalence imaging, 16 h; active compounds read low | AID 2417;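 active means readout at or below -70, meaning at least 70% loss of cells showing the perinucleolar compartment, a nuclear body marking cancer cells; inconclusive means readout between -30 and a set limit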;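 further: plate controls were DMSO wells for no effect and camptothecin positive control wells for full effect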
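Read-out is percentage of cells bearing a perinucleolar compartment, from automated 20x imaging of fixed, Hoechst-stained PC3M PTB-GFP cells. Cells were seeded 4 h, then exposed 16 h to compound (23 nl of library stock) in duplicate plates.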
ALOX12 inhib: 12-hLO (ALOX12) enzyme inhibition. P18054. purified 12-hLO, xylenol orange hydroperoxide absorbance. Potency, µM (highest dose often 57.1 µM), inactives show at the highest dose activity change, negative = inhibition, usual class: inhibitors. actives 0.12% (n = 150,000). AID 1452; further: potency means the concentration at half of the fitted maximal effect; nearly all actives have a fitted effect of over 55% in size; many of its hits are not listed in these tables
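Lipoxygenase turnover measured by absorbance at 573 and 405 nm after Fe-XO development. Human 12hLO 150 nM, arachidonate 40 uM, pH 7.0 Hepes buffer with detergent; 15 min compound preincubation, 30 min reaction.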
IMPase cell inh: IMPase inhibition in cells; CHO-M1 cells, IP1 accumulation, HTRF TR-FRET ratio; AID 901; P97697; inhibition (IP1 accumulation), % at 46.1 µM; 120,000 tested, under 10 active; active means well fitted curve in the direction sought with a large enough effect in the signal ratio, not every such curve was filed as active; inconclusive means small, poorly fitted or top-dose-only effect, or a change in a side signal; inactive means no such curve, though single readings can be large or run the other way; the % refers to the signal ratio;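 further: cells stimulated with carbachol in lithium chloride buffer; plate controls were DMSO basal wells for no effect and reference inhibitor wells for full effect; higher means more IMPase inhibition seen as more IP1 and lower FRET ratio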
Target sequence (P97697 whole entry, looked up): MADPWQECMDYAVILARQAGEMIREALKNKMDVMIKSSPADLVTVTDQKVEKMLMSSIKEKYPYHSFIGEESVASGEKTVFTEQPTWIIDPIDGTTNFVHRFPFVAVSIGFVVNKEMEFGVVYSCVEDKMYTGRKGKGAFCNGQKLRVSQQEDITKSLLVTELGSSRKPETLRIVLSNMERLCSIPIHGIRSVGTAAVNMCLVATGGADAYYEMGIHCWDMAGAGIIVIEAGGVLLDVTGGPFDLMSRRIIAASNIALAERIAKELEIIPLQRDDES
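Carbachol-driven Gq signalling in CHO-M1 cells (2000/well) generates IP1. Compounds that block IMPase raise IP1 and so reduce the FRET signal from Eu-anti-IP1 and d2-IP1 after a 10 min room-temperature lysis.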
ALOX15B inhib: blocks human 15-lipoxygenase 2 activity; O15296; purified 15hLO-2, xylenol orange hydroperoxide absorbance; actives 0.56% (n = 110,000); Potency, µM (highest dose often 57.1 µM), for the others: top-dose activity change, negative = inhibition, most hits filed as inhibitors; AID 881; further: potency means the concentration at half of the fitted maximal effect; nearly all actives have a fitted effect of over 60% in size; many of its hits are not listed in these tables
Target sequence (O15296 whole entry, looked up): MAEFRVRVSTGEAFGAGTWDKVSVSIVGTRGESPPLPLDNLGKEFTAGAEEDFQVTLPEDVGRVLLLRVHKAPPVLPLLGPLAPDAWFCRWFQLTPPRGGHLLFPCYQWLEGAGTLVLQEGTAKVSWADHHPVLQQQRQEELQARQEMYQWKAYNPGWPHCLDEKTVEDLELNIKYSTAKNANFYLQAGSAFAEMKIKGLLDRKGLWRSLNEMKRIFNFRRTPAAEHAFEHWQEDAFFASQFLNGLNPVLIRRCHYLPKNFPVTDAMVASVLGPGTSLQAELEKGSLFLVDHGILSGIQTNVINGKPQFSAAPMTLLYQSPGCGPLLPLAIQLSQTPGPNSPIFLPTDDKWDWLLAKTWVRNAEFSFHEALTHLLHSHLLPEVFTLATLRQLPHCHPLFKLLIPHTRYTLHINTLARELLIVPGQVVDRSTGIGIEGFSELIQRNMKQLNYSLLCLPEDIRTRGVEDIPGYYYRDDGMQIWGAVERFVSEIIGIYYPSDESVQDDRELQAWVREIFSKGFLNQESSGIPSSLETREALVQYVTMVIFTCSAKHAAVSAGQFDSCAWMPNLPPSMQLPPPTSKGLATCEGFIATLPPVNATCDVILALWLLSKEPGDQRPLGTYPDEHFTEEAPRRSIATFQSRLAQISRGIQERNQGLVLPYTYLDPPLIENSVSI
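Purified human 15hLO-2 (50 nM) preincubated 15 min with compound, then 45 uM arachidonic acid for 90 min at RT in 25 mM Hepes pH 7.5, 0.01% Triton X-100. Hydroperoxide detected by Fe-xylenol orange; 573/405 nm absorbance ratio.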
Starred values were filed as active, the others as inactive; u = inconclusive; x = no result given; & = joins results of further samples; [ ] = another dose, or the depositor's remark. Unless noted, the call rests on the fitted dose curve; in most records, active means well fitted curve in the direction sought with a large enough effect; inconclusive means small, poorly fitted or top-dose-only effect, or another doubt; inactive means no such curve, though single readings can be large; an effect the other way counts as inactive or inconclusive. Unless noted, on the % scale 0 is the no-effect control and ±100 the full control effect. This is a subset. The share of hits here may be higher or lower than overall.

SMILES	PNC inhibitor	ALOX12 inhib	IMPase cell inh	ALOX15B inhib
COc1ccccc1N=C1SC(C)CN1C(=O)C1CCC1 (stereo not given)	u	-0.6%	4.8	6.6%
CC(NC(=O)c1cnc2n(c1=O)CCS2)c1ccccc1 (stereo not given)	13.0	5.4%	-2.1	x
Cc1cc(N2CCCCC2)ccc1[N+](=O)[O-]	30.5	12.8%	x	x
Cc1ccc(C(=O)COC(=O)CNC(=O)c2ccc(N3C(=O)c4ccccc4C3=O)cc2)cc1C	u	4.0%	x	x
Cc1sc(NC(=O)c2sc3nc4c(C)cccc4cc3c2N)c(C#N)c1C	u	-28.3%	-4.0	x
CCC(Sc1nncn1C)C(=O)Nc1nnc(-c2ccccc2Cl)s1 (stereo not given)	-24.4	-1.6%	14.8	-6.7%
C=CCOc1c(OC)cc(Cl)cc1C1NC(=O)NC(C)=C1C(C)=O (stereo not given)	9.5	-9.0%	4.2	0.9%
Cc1cc(=O)[nH]c(SCc2nnnn2-c2ccc(Cl)cc2)n1	u	-2.4%	5.9	x
CS(=O)(=O)N(CC(=O)Nc1cccc(Cl)c1)c1ccccc1Cl	-17.5	-2.4%	6.9	-1.3%
O=c1oc2ccccc2c2c1ncn2CCN1CCOCC1	24.1	-2.6%	6.3	-4.9%
COc1ccc(/C=N/NC(=S)NC2CCS(=O)(=O)C2)cc1 (stereo not given)	u	4.2%	-4.9	x
N/C(=N\OC(=O)CCCCCN1C(=O)c2ccccc2C1=O)c1ccccc1	u	-3.2%	3.2	6.9%

Random excerpt: 3 entries already listed, in no set order.
SMILES	PNC inhibitor	ALOX12 inhib	IMPase cell inh	ALOX15B inhib
C=CCOc1c(OC)cc(Cl)cc1C1NC(=O)NC(C)=C1C(C)=O (stereo not given)	9.5	-9.0%	4.2	0.9%
Cc1ccc(C(=O)COC(=O)CNC(=O)c2ccc(N3C(=O)c4ccccc4C3=O)cc2)cc1C	u	4.0%	x	x
O=c1oc2ccccc2c2c1ncn2CCN1CCOCC1	24.1	-2.6%	6.3	-4.9%

Further structures follow.
SMILES	PNC inhibitor	ALOX12 inhib	IMPase cell inh	ALOX15B inhib
CN(C(=O)COC(=O)c1c[nH]c(=O)[nH]c1=O)C1CCCCC1	-26.0	1.9%	11.3	-3.5%
Cc1sc2ncnc(NCC(c3ccco3)N(C)C)c2c1C (stereo not given)	u	0.8%	0.7	-3.9%
Nc1nc(N)c(N=Nc2ccc(C(=O)O)c(O)c2)c(N)n1	x	-4.3%[11.4 µM]	x	-4.0%[11.4 µM]
COc1ccc(Br)cc1/C=C/C(=O)c1ccc(NC(C)=O)cc1	-25.1	-1.6%	-5.2	x
CC(C)CC(=O)NN1CCCCC1	-21.0	-0.1%	8.1	6.3%
N#CC1=C(c2ccccc2)/C(=C/c2ccccc2)OC1=O	-27.1	-11.9%	16.4	-27.2%
O=C(O)C1CCCN1S(=O)(=O)c1ccc(Cl)c(Cl)c1 (stereo not given)	u	-1.7%	3.1	-1.6%
COc1cccc2cc(C(=O)n3ccc(C)n3)c(=O)oc12	45.7	3.7%	-0.6	0.4%
COc1cccc(NC(=O)CSc2nnc(Cc3cccn3C)n2-c2ccc(F)cc2)c1	-17.9	-4.8%	4.6	-2.9%
Cc1c(Cl)c(C(=O)Nc2nc3ccccc3n2CCN2CCCCC2)nn1C	17.0	3.6%	4.6	24.4%
C=CCn1c2ccccc2n2nc(C)c(=O)nc12	-100.0*	0.7%	-10.1	x
Cc1ccc(Cc2c(C)nc3nc(SCC(=O)NCc4ccco4)nn3c2C)cc1	u	-13.8%	4.5	-21.6%
OCc1nc2ccccc2n1CCCOc1ccc(Br)cc1	u	-6.7%	-4.4	55.9%[activator]
CC(=O)Oc1ccc(C(=O)Nc2cc(C)ccc2NC(=O)COc2ccccc2)cc1	12.3	-0.8%	1.3	-15.9%
CN(CCC#N)C(=O)CSc1ncnc2sc(-c3ccccc3)cc12	39.9	-3.5%	-2.2	-3.0%
CC(/C=C/c1ccccc1)=N\NC(=O)CSc1ccccn1	-27.9	-1.7%	x	x
Cc1ccc(C)c(Cn2nnc3c(=O)[nH]c(C4CCCN(C(=O)C5CCC5)C4)nc32)c1 (stereo not given)	33.2	-7.5%	4.9	-6.3%
CC(=O)SCC(=O)N=c1sc2cc(F)ccc2n1C	-29.9	-2.0%	9.4	-0.1%
CCc1cc2c(NCCO)ncnc2s1	2.5	-6.2%	-1.6	0.4%
COc1cccc(C(=O)NC(C)C(c2cccs2)N2CCN(C)CC2)c1 (stereo not given)	-4.2	4.1%	6.8	8.5%
COCC(=O)NC1CC2CCCC(C1)N2Cc1ccccc1 (stereo not given)	2.6	2.7%	3.4	1.7%
CCN(CC)c1ccc(NC(=O)C2CCCN(S(=O)(=O)c3cnc[nH]3)C2)c(C)c1 (stereo not given)	u	1.9%	13.4	1.3%
Cc1ccc(O)c(C=Nc2cc(C)ccc2O)c1	u	-11.6%	x	x
CCCCSc1nnc(-c2ccc(C)cc2)n1C	71.7	5.7%	6.8	5.4%
Cc1ccc(-c2nnc(N3CCCCC3)c3ccccc23)cc1S(=O)(=O)N1CCN(C)CC1	62.7	-3.8%	3.8	4.2%
COc1ccc(C2CC(=O)c3cnc(N4CCN(Cc5ccccc5)CC4)nc3C2)cc1 (stereo not given)	-19.2	18.4%	-1.0[1.84 µM]	-8.2%[11.4 µM]
Cc1ccc(C(=O)N2CCN(c3ccc([N+](=O)[O-])c(NCc4ccco4)c3)CC2)cc1	78.1	-0.2%	4.3	-16.7%
O=C(Cn1c(NCCCO)nc2ccccc21)c1ccc(Br)cc1	u	3.1%	8.3	19.2%
COc1ccccc1NC(=O)C/C(N)=N/O	-20.0	-5.2%	-1.6	1.8%
N#Cc1ccsc1NC(=O)COC(=O)c1ccc2ccccc2c1	44.3	-2.3%	x	x
CCn1c(SCc2cccc(C)c2)nnc1-c1ccc(C)cc1	u	-8.3%	2.8	-1.2%
COC(=O)Nc1ccc(S(=O)(=O)N(CCO)CCO)cc1	-8.8	2.2%	7.5	0.4%
CCOc1ccc(N2CCn3c2nc2c3c(=O)n(CCc3ccccc3)c(=O)n2C)cc1	-9.0	-6.0%	4.7	-5.5%
Cc1ccc(C(=O)Nc2nnc(-c3ccco3)o2)cc1	20.0	u	x	x
O=C(CCCC(=O)N(CC(=O)NC1CCCCC1)Cc1ccccc1)Nc1ccccn1	-14.7	0.9%	-0.7	1.1%
CC(=O)Nc1ccc(/C(C)=N/Nc2nc(Nc3cccc4ccccc34)nc(N3CCOCC3)n2)cc1	45.0	2.8%	x	x
Oc1ccc(-c2nc3ccc4ccccc4c3c3c2CCC3)cc1O	-29.1	-12.4%	x	x
O=C(Nc1nc(-c2ccccc2)cs1)C1c2ccccc2Oc2ccccc21	-16.7	-14.0%	0.0[1.84 µM]	-10.5%[11.4 µM]
O=C(/C=C/c1ccc(S(=O)(=O)N2CCOCC2)cc1)NCc1ccc(Cl)cc1	32.3	2.2%	x	x
Fc1ccc(C(c2ccc(F)cc2)N2CCN(C/C=C/c3ccccc3)CC2)cc1	-2.5	-27.4%&-20.0%	x	47.6%[activator]
COC(=O)c1ccccc1NC(=O)Nc1nnc(N2CCC(C)CC2)s1	-10.6	-11.4%	5.4	5.1%
COC(=O)c1cccc(NCN2C(=O)c3ccccc3C2=O)c1	32.2	-0.1%	3.3	5.6%
C=C(Cl)COc1ccc2c(CC)cc(=O)oc2c1	u	-9.9%	3.0	-5.5%
CC1CN(S(=O)(=O)c2cccc(C(=O)OCC(=O)c3cccs3)c2)CC(C)O1 (stereo not given)	27.5	-1.1%	1.3	-3.2%
COC(=O)c1ccccc1NC(=O)Nc1cccs1	u	-1.9%	u	x
Cc1ccc2[nH]c(=O)c(CN(Cc3ccccc3)Cc3nnnn3C3CCCC3)cc2c1	-93.3*	-4.5%	6.3	-1.4%
CC(C)c1c(O)nc(SCCN(C)C)[nH]c1=O	-86.9*	-1.5%	5.4	4.5%
O=C(CCCSc1nc2ccccc2[nH]1)NCc1ccc(Cl)cc1	u	0.5%	x	x
COc1ccc(CCNS(=O)(=O)c2cccc(S(=O)(=O)N3CCCC3)c2)cc1OC	-3.3	-2.2%	2.0	-3.4%
COC(=O)c1cccc(NC(=O)CSc2ncn[nH]2)c1	-6.7	-4.6%	-0.8	2.7%
Cn1cccc1Cc1nnc(SCC(=O)Nc2ccc3c(c2)OCO3)n1CCc1ccccc1	u	-6.7%	2.4	x
O=C1OC(OC(=O)c2ccccc2Br)C(N2CCOCC2)=C1Cl (stereo not given)	84.2	-1.4%	x	x
CCc1ccc(OCC(=O)Nc2ncc3c(n2)CC(C)(C)CC3=O)cc1	-27.0	-8.4%	u	-8.0%
COc1ccc(-c2c(C#N)c(N)nc3sc(C(=O)c4ccccc4)c(N)c23)cc1	-17.4	3.1%	u	x
O=C(NCc1n[nH]c(=S)n1-c1ccc(F)cc1)c1ccc(S(=O)(=O)N2CCCC2)cc1	u	-0.3%	-0.8	-0.8%
O=C(N/N=C\c1ccccc1OCc1ccccc1)c1ccco1	u	-3.5%	x	x
CCN(CC)c1ccc(/C=C(\C#N)c2ccccn2)cc1	u	-1.9%	x	x
CCC(=O)c1ccc(OCC(O)CN(CCc2ccccc2)Cc2ccccc2)cc1 (stereo not given)	-14.7	4.7%	11.6	49.7%[activator]
CCC(CC)NC(=O)/C=C/c1ccccc1Cl	u	-2.3%	x	x
COC(=O)Cc1[nH]n(-c2nc3ccccc3s2)c(=O)c1C(C)=O	-18.6	8.8%	0.4	-1.0%
C(=NC12CN3CN(CN(C3)C1)C2)c1ccc2c(c1)OCO2	-22.6	0.7%	-2.3	-4.7%
N#Cc1ccc(CN2CC3(CCN(C(=O)c4cccc(F)c4)CC3)C2)cc1	x	3.3%	x	25.1%
CC(C)CSc1nc2c(c(=O)[nH]c(=O)n2C)n1CCc1ccccc1	10.6	-3.0%	-0.5	-2.7%

Structures shown so far containing a Cl atom (11):
SMILES	PNC inhibitor	ALOX12 inhib	IMPase cell inh	ALOX15B inhib
CCC(Sc1nncn1C)C(=O)Nc1nnc(-c2ccccc2Cl)s1 (stereo not given)	-24.4	-1.6%	14.8	-6.7%
C=CCOc1c(OC)cc(Cl)cc1C1NC(=O)NC(C)=C1C(C)=O (stereo not given)	9.5	-9.0%	4.2	0.9%
Cc1cc(=O)[nH]c(SCc2nnnn2-c2ccc(Cl)cc2)n1	u	-2.4%	5.9	x
CS(=O)(=O)N(CC(=O)Nc1cccc(Cl)c1)c1ccccc1Cl	-17.5	-2.4%	6.9	-1.3%
O=C(O)C1CCCN1S(=O)(=O)c1ccc(Cl)c(Cl)c1 (stereo not given)	u	-1.7%	3.1	-1.6%
Cc1c(Cl)c(C(=O)Nc2nc3ccccc3n2CCN2CCCCC2)nn1C	17.0	3.6%	4.6	24.4%
O=C(/C=C/c1ccc(S(=O)(=O)N2CCOCC2)cc1)NCc1ccc(Cl)cc1	32.3	2.2%	x	x
C=C(Cl)COc1ccc2c(CC)cc(=O)oc2c1	u	-9.9%	3.0	-5.5%
O=C(CCCSc1nc2ccccc2[nH]1)NCc1ccc(Cl)cc1	u	0.5%	x	x
O=C1OC(OC(=O)c2ccccc2Br)C(N2CCOCC2)=C1Cl (stereo not given)	84.2	-1.4%	x	x
CCC(CC)NC(=O)/C=C/c1ccccc1Cl	u	-2.3%	x	x
